# LYPLA1 counter: LYPLA1 inhibitors, primary screen, counter-screen for PME1 inhibitor project, biochemical, fluorescence polarization, FP-Rh probe ABPP; 320,000 compounds, 0.16% hits; AID 2174, 2009; Acyl-protein thioesterase 1 (Homo sapiens), O75608; inhibition, % at 5.9 µM; recombinant LYPLA1;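 active = inhibition above the mean of all tested compounds plus 3 SD, set per campaign, cut at about 14% in these data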;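 also: inhibitors block serine hydrolase probe labeling of LYPLA1 so polarization falls; 0% = enzyme with DMSO and 100% = wells lacking LYPLA1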
# Target sequence (O75608 whole entry, looked up): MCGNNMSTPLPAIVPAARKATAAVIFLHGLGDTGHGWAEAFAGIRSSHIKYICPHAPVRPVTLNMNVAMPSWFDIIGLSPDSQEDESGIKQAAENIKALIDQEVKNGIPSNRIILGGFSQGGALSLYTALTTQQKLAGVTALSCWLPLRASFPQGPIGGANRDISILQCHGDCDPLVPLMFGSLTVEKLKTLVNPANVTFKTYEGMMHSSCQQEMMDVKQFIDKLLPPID
# PREPL inhibitor: PREPL enzyme inhibitors, primary screen, biochemical, fluorescence polarization. 320,000 compounds, 0.68% hits. inhibition, % at 5.96 µM. AID 2751, 2010. Prolyl endopeptidase-like (Homo sapiens), Q4J6C6. recombinant PREPL, fluorescence polarization activity-based probe; in the data active = inhibition above about 43%;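 also: 0% = enzyme with DMSO and 100% = wells lacking enzyme; many of its hits are not listed in these tables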
# PAD4 FP inh: human PAD4 inhibitors, primary screen, biochemical, fluorescence polarization, 1536-well format; Protein-arginine deiminase type-4 (Homo sapiens), Q9UM07; recombinant PAD4, RCA probe fluorescence polarization; inhibition, % at 6.36 µM; 330,000 compounds, 0.41% hits;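 active = percent inhibition above a cutoff equal to the mean of all tested compounds plus 3 SD, cut at about 15% in these data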;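 also: 0% = PAD4 with RCA probe and DMSO and 100% = probe without PAD4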
# EBNA-1 inh: EBNA-1 DNA-binding inhibitors, primary screen, biochemical, fluorescence polarization; inhibition, % at 14.8 µM; 300,000 compounds, 0.34% hits; AID 1950, 2009; in the data active = inhibition above about 28%
# LYPLA2 counter: LYPLA2 inhibitors, primary screen, counter-screen for PME1 inhibitor project, biochemical, fluorescence polarization, FP-Rh probe ABPP; 320,000 compounds, 0.38% hits; Acyl-protein thioesterase 2 (Homo sapiens), O95372; recombinant LYPLA2; inhibition, % at 5.9 µM; AID 2177, 2009;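 active = inhibition above the screen-wide mean plus 3 SD, limit set per campaign, cut at about 26% in these data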;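 also: 0% = LYPLA2 with DMSO and 100% = wells lacking LYPLA2 enzyme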
# Target sequence (O95372 whole entry, looked up): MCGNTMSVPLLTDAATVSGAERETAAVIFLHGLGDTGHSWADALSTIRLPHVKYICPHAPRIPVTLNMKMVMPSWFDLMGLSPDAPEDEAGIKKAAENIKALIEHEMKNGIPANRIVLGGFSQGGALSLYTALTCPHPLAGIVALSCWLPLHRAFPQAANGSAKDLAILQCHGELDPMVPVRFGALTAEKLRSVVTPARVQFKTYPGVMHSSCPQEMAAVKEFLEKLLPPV
# PAFAH2 FP inh: PAFAH2 enzyme inhibitors, primary screen, biochemical, fluorescence polarization, human; Platelet-activating factor acetylhydrolase 2, cytoplasmic (Homo sapiens), Q99487; recombinant PAFAH2, FP-rhodamine activity probe; inhibition, % at 3.39 µM; 340,000 compounds, 0.99% hits; AID 492956, 2010;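 active = inhibition above the mean over all tested compounds plus 3 SD, cut at about 30% in these data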;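 also: inhibitors block probe labeling of enzyme so polarization drops; 0% = enzyme with DMSO and 100% = wells lacking PAFAH2 protein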
# ZTA counter: blocks Epstein-Barr virus ZTA, an EBNA-1 counter-screen | P03206 | ZTA-DNA binding, fluorescence polarization | inhibition, % at 11 µM | 320,000 compounds, 0.15% hits | AID 2234; in the data active = inhibition above about 33%
# Target sequence (P03206 whole entry, looked up): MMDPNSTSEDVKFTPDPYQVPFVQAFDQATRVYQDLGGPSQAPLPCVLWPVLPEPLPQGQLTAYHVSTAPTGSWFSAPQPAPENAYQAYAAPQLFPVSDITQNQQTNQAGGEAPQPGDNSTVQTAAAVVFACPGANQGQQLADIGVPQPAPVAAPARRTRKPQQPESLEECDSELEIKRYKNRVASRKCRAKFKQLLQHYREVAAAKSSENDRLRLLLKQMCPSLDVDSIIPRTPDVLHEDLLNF
# GSTO1 inh: inhibitors of recombinant GSTO1, primary screen, counter-screen for RBBP9 inhibitor project, biochemical, fluorescence polarization. activity-based probe fluorescence polarization. Glutathione S-transferase omega-1 (Homo sapiens), P78417. 300,000 compounds, 1.1% hits. inhibition, % at 5.96 µM;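 active = inhibition above the campaign mean inhibition plus 3 SD, cut at about 35% in these data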;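 also: 0% = GSTO1-1 with DMSO and 100% = wells lacking GSTO1-1 enzyme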
# PAFAH1B3 inh: PAFAH1B3 enzyme inhibitors, primary screen, biochemical, fluorescence polarization, human. Platelet-activating factor acetylhydrolase IB subunit alpha1 (Homo sapiens), Q15102. recombinant PAFAH1B3, FP-rhodamine probe. inhibition, % at 3.39 µM. 340,000 compounds, 0.28% hits. AID 492972, 2010;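 active = inhibition above the screen-wide average of all tested compounds plus 3 SD, cut at about 25% in these data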;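 also: 0% = enzyme with DMSO only and 100% = wells lacking PAFAH1B3 protein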
# Target sequence (Q15102 whole entry, looked up): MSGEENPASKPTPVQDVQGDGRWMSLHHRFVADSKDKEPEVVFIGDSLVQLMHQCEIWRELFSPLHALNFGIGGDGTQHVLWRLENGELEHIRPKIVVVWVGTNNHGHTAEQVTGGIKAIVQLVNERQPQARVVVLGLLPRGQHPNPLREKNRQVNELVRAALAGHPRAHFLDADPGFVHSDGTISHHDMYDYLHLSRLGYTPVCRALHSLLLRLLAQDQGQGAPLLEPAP
# An asterisk follows results filed as active; / = not tested or not shown. This is a subset; count on the stated rates, not on these rows.
SMILES,LYPLA1 counter,PREPL inhibitor,PAD4 FP inh,EBNA-1 inh,LYPLA2 counter,PAFAH2 FP inh,ZTA counter,GSTO1 inh,PAFAH1B3 inh
O=C(NCCCn1cccn1)C1CCC(=O)N(Cc2cccc(C(F)(F)F)c2)C1 (stereo not drawn),5,9,6,-2,7,-4,-1,-2,-2
CC(=O)c1c(C)[nH]c(C(=O)N2CCN(c3ncccn3)CC2)c1C,-21,-8,-2,-7,2,-7,3,1,-3
O=C(NCc1ccccn1)c1ccc(-c2ccccc2)cc1,-1,8,-6,5,1,0,-5,-1,9
CS(=O)(=O)Nc1ccc(-c2n[nH]c(=S)n2-c2ccccc2)cc1,-1,1,4,-5,1,6,2,4,-1
C/C(=N\NC(=O)c1ccc(OC2CCCC2)cc1)c1ccc(C)s1,-2,-6,-1,7,4,-3,1,1,6
Nc1nc(-c2ccc(S(=O)(=O)N3CCCCC3)cc2)cs1,-1,13,-2,/,5,2,12,/,6
CC1CC(Nc2ccccc2)c2ccccc2N1C(=O)c1ccco1 (stereo not drawn),4,0,3,11,11,-1,7,13,5
COc1cc(NS(=O)(=O)c2ccc(N/C=C(\C=O)c3nc4ccccc4o3)cc2)nc(OC)n1,-5,2,-8,5,2,0,15,2,2
Cc1ccc(S(=O)(=O)NCC(=O)OCC(=O)N(Cc2ccccc2)C(C)(C)C)cc1,-1,12,-5,4,7,5,-12,2,-2
COc1cc(NC(=O)c2cccc(COCC(F)(F)C(F)F)c2)cc(OC)c1OC,1,13,-2,7,2,-16,3,6,18
O=C(NCCCC(NC(=O)OCc1ccccc1)C(=O)O)OCc1ccccc1 (stereo not drawn),-2,-3,-5,3,6,-2,-2,-1,4
CCS(=O)(=O)N1CCN(c2ccc(C(=O)N3CCOCC3)cc2[N+](=O)[O-])CC1,1,9,1,0,7,-4,-13,7,3
Cc1ccc(S(=O)(=O)CC(O)COc2ccc(C#N)cc2)cc1 (stereo not drawn),0,-58,-3,7,-2,3,14,0,3
CCCCN(C)CCN1C(=O)C2C(C(=O)Nc3cccc(OC)c3)C3C=CC2(O3)C1C(=O)NC1CCCCC1C (stereo not drawn),-3,15,5,-19,3,-3,7,-5,4
O=C(N/N=C/c1ccc([N+](=O)[O-])cc1)c1cnccn1,0,18,1,-3,2,/,4,9,/
CCOC(=O)c1oc2ccc(S(=O)(=O)n3nc(-c4ccc(C)cc4)cc3N)cc2c1C,-1,-16,1,6,1,-5,17,-1,3
N#Cc1ccccc1-n1c(N)c(C(=O)N2CCCC2)sc1=S,0,4,-5,-10,-1,1,3,9,11
O=C1N=C(N2CCOCC2)S/C1=C/c1cc2c(cc1[N+](=O)[O-])OCO2,0,27,-12,-5,-10,5,-4,64*,14
CC(c1cccnc1)N(CCN(C)C)C(=O)Nc1ccc(Cl)c(Cl)c1 (stereo not drawn),-2,1,-4,4,-2,-1,13,5,0
CC(=O)Nc1ccc2c(c1)nc(CCNC(=O)c1ccccc1)n2C,1,17,-7,-10,3,7,7,-2,13
Cc1ccccc1CSc1nnc(C)n1N,-1,-5,2,14,-1,0,8,10,-4
CCCCNC(=O)C(CC)(ONc1ccccc1C(F)(F)F)c1ccccc1OC (stereo not drawn),2,5,-17,/,2,3,-4,/,2
Oc1ccc(-c2sc(Nc3ccccc3)n[n+]2-c2ccc(F)cc2)cc1,0,0,2,6,-2,2,8,0,3
CN(CC(=O)Nc1ccccc1Br)C(=O)c1ccc(-c2ccc(Cl)cc2)o1,-2,-10,-5,-5,-4,0,5,-3,-2
CCOc1cc(/C=C/c2nc3ccccc3c(=O)[nH]2)cc(Br)c1OC,-4,2,-2,-7,-10,/,1,10,/

# The closing three records of the part before come first, to join the parts.
SMILES,LYPLA1 counter,PREPL inhibitor,PAD4 FP inh,EBNA-1 inh,LYPLA2 counter,PAFAH2 FP inh,ZTA counter,GSTO1 inh,PAFAH1B3 inh
Oc1ccc(-c2sc(Nc3ccccc3)n[n+]2-c2ccc(F)cc2)cc1,0,0,2,6,-2,2,8,0,3
CN(CC(=O)Nc1ccccc1Br)C(=O)c1ccc(-c2ccc(Cl)cc2)o1,-2,-10,-5,-5,-4,0,5,-3,-2
CCOc1cc(/C=C/c2nc3ccccc3c(=O)[nH]2)cc(Br)c1OC,-4,2,-2,-7,-10,/,1,10,/
Cc1cc(C)n(CC(=O)N/N=C/c2cccc([N+](=O)[O-])c2)n1,-4,0,-2,1,2,2,7,-4,2
NS(=O)(=O)c1ccc(CNC(=O)CC23CC4CC(CC(C4)C2)C3)cc1,-4,6,-5,-5,-4,2,-1,1,11
O=C(O)C[C@H]1c2cc(C(F)(F)F)ccc2S(=O)(=O)N1C1CCN(Cc2ccccc2)CC1,2,5,0,-4,1,-7,-17,1,8
C[C@@]12C(=O)NCC(=O)N1[C@@H]1c3cc(Br)ccc3OC[C@@H]1[C@@H]2c1ccccc1,/,18,0,/,/,0,/,/,10
CC(=O)c1cccc(NC(=O)C(=O)c2cn(CC(=O)N3CCCCC3)c3ccccc23)c1,-1,-2,2,-11,0,0,-5,0,2
COCCC(C(=O)Oc1c(C(C)(C)C)cc(C)cc1C(C)(C)C)c1ccccc1 (stereo not drawn),1,19,1,/,4,6,-18,/,20
CCOC(=O)c1[nH]c(C)c(C(=O)OCC(=O)N2CCCCC2C)c1C (stereo not drawn),0,17,-7,-25,4,-8,0,-3,7
CCOc1ccc(CCNC(=O)c2ccc(F)c(S(=O)(=O)N3CCOCC3)c2)cc1OCC,0,9,-6,-3,-1,9,-2,1,-2
O=S(=O)(c1ccc(Cl)cc1)N1CCN2CCCC2C1 (stereo not drawn),-3,4,-5,0,1,12,15,1,5
N#Cc1c(-c2ccccc2)c(-c2ccccc2)nn(CC(=O)NNC(=O)Nc2ccc(Cl)c(Cl)c2)c1=O,-50,14,-8,-2,-51,-57,4,-75,-89
COc1cccc(C(=O)NCC(=O)N/N=C/c2c(C)[nH]c3ccccc23)c1,-5,8,-8,-17,0,-1,-9,8,8
Cc1cc(C)n(Cc2cnc(N3CCOCC3)s2)n1,0,2,-8,1,1,-4,24,-9,3
Cc1ccc(S(=O)(=O)N2CCOCC2)cc1C(=O)NCc1ccc(F)cc1,-1,5,-7,12,2,2,11,1,7
COc1cccc(N2C(=O)C3CCCN3C2c2ccc(Cl)cc2)c1 (stereo not drawn),0,14,0,0,3,5,-2,7,2
CC(C)(C)C(=O)N1CCN(c2ncccc2C(F)(F)F)CC1,-4,8,2,-3,-5,0,7,1,-2
Cc1cc(=O)oc(C)c1C(=O)NCc1ccco1,2,1,-1,10,-1,-22,5,5,9
Cc1cccc2nc(C(F)(F)F)nc(=O)n12,4,-8,2,-6,3,-2,2,15,-1
COC(=O)Cc1ccc(NC(=S)NN2CCOCC2)cc1,1,11,-1,4,9,-5,-16,7,4
Nc1cccc(-c2nc3ccc(N)cc3s2)c1,5,7,-3,-5,18,7,8,4,-1
Cn1c(Cc2ccccc2)nnc1SCC(=O)Nc1cccc(S(=O)(=O)NC2=NCCCCC2)c1,2,6,-3,6,-1,6,-3,-5,-1
CC1CCN(C(=O)c2ccc(SCc3ccccc3F)c([N+](=O)[O-])c2)CC1,10,20,-1,38*,34*,-3,-6,1,4
O=C(Nc1cccc2cccnc12)c1ccccc1Br,-1,1,-3,8,-6,-1,18,-5,2
CCOC(=O)/C(C#N)=C/N1CCOCC1,4,2,-5,10,5,5,6,5,3
CCOc1nc(-c2ccccc2)ccc1-c1noc(-c2ccco2)n1,-4,-1,0,8,0,-4,18,-3,0
O=C(Cn1c(=O)n(-c2ccccc2)c(=O)n1CC(=O)N1CCCCC1)N1CCCCC1,1,18,-7,-12,5,-9,2,7,0

# Given field by field: part of the list above
> CN(CC(=O)Nc1ccccc1Br)C(=O)c1ccc(-c2ccc(Cl)cc2)o1
  LYPLA1 counter: -2; PREPL inhibitor: -10; PAD4 FP inh: -5; EBNA-1 inh: -5; LYPLA2 counter: -4; PAFAH2 FP inh: 0; ZTA counter: 5; GSTO1 inh: -3; PAFAH1B3 inh: -2
> Cn1c(Cc2ccccc2)nnc1SCC(=O)Nc1cccc(S(=O)(=O)NC2=NCCCCC2)c1
  LYPLA1 counter: 2; PREPL inhibitor: 6; PAD4 FP inh: -3; EBNA-1 inh: 6; LYPLA2 counter: -1; PAFAH2 FP inh: 6; ZTA counter: -3; GSTO1 inh: -5; PAFAH1B3 inh: -1
> CC(C)(C)C(=O)N1CCN(c2ncccc2C(F)(F)F)CC1
  LYPLA1 counter: -4; PREPL inhibitor: 8; PAD4 FP inh: 2; EBNA-1 inh: -3; LYPLA2 counter: -5; PAFAH2 FP inh: 0; ZTA counter: 7; GSTO1 inh: 1; PAFAH1B3 inh: -2
> CS(=O)(=O)Nc1ccc(-c2n[nH]c(=S)n2-c2ccccc2)cc1
  LYPLA1 counter: -1; PREPL inhibitor: 1; PAD4 FP inh: 4; EBNA-1 inh: -5; LYPLA2 counter: 1; PAFAH2 FP inh: 6; ZTA counter: 2; GSTO1 inh: 4; PAFAH1B3 inh: -1

# In another format: results already given.
compound | LYPLA1 counter | PREPL inhibitor | PAD4 FP inh | EBNA-1 inh | LYPLA2 counter | PAFAH2 FP inh | ZTA counter | GSTO1 inh | PAFAH1B3 inh
CCOC(=O)/C(C#N)=C/N1CCOCC1 | 4 | 2 | -5 | 10 | 5 | 5 | 6 | 5 | 3
CC(=O)c1cccc(NC(=O)C(=O)c2cn(CC(=O)N3CCCCC3)c3ccccc23)c1 | -1 | -2 | 2 | -11 | 0 | 0 | -5 | 0 | 2

# Later entries.
SMILES,LYPLA1 counter,PREPL inhibitor,PAD4 FP inh,EBNA-1 inh,LYPLA2 counter,PAFAH2 FP inh,ZTA counter,GSTO1 inh,PAFAH1B3 inh
CCc1cc(=O)oc2cc(OCC=C(C)C)ccc12,1,1,-1,-2,-2,6,6,-1,-4
O=C(c1cc(COc2ccc3ncccc3c2)on1)N1CCC[C@H]1CO,2,18,2,2,5,1,-3,8,3
CN(C)S(=O)(=O)c1cccc(NC(=O)COc2ccc(S(=O)(=O)N3CCOCC3)cc2Cl)c1,/,-5,-1,/,/,1,/,/,3
COCCN(C(=O)c1ccc2ccccc2c1)c1c(N)n(Cc2ccccc2)c(=O)[nH]c1=O,-1,-6,2,3,4,-13,3,-3,-6
O=C(Nc1cnn(Cc2ccc(Cl)c(Cl)c2)c1)C12CC3CC(CC(C3)C1)C2,-11,17,-1,1,-13,6,16,-3,3
O=C(COC(=O)c1nc(Cl)ccc1Cl)NC1CCCCCC1,1,10,-1,-7,-2,0,-10,12,8
Cc1nc2ccc(S(=O)(=O)Nc3ccc(-c4nc5cccnc5s4)cc3)cc2s1,-2,0,-5,1,-5,5,5,-6,2
Cc1ccc(S(=O)(=O)N2CCN(C(=O)CN3CCN(C)CC3)C2)cc1,0,7,0,9,3,-4,3,2,0
CCOc1ccccc1NC1=NCC(=O)N1Cc1ccc(F)cc1,0,0,1,-5,6,0,-15,-4,-3
CCOC(=O)/C(C#N)=N/Nc1ccccc1C(=O)O,1,24,-3,-2,0,-5,-29,-10,1

# Screening results deposited in PubChem BioAssay by The Scripps Research Institute Molecular Screening Center.
